Compound activity: PubChem, National Center for Advancing Translational Sciences (NCATS)
HCMV inh: inhibitors of human cytomegalovirus; HFF cells, HCMV-luciferase reporter, 72 h; hits give low values; activity change, negative = inhibition, % at 57.5 µM; 4.5% of 410,000 active; in the data active = activity change below about -60%; inconclusive = no clear call, values can overlap the other calls; inactive = above about -39%; also: % is scaled to controls: 0 for no effect and ±100 for the full control effect
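Two compound doses tested in HFFs infected with HCMV-luciferase, MOI 1 PFU/cell, 72 h at 37C. Lysate luminescence read with OneGlo; data normalized against buffer-only and 10uM Salinomycin inhibitor controls.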
Shiga toxin inh: Shiga toxin inhibition. 9.2% of 290,000 active. inhibition, % at 38.7 µM. Vero cells, Shiga toxin protein synthesis inhibition reporter; in the data active = inhibition mostly above about 28%, no sharp cut-off; inactive = mostly below about 43%; also: 0% is about no effect
Giardia FBPA inh: Giardia lamblia aldolase inhibition. Potency, µM (top dose mostly 59.6 µM), for the others: at the top dose activity, negative = inhibition, usual class: inhibitors. A8B2U2. purified Giardia FBPA. 0.71% of 290,000 active. AID 2451; also: potency is read from the fitted curve at half-maximal effect; % is scaled to controls: 0 for no effect and ±100 for the full control effect; nearly all actives have a fitted effect of over 55% in size
Target sequence (A8B2U2 whole entry, looked up): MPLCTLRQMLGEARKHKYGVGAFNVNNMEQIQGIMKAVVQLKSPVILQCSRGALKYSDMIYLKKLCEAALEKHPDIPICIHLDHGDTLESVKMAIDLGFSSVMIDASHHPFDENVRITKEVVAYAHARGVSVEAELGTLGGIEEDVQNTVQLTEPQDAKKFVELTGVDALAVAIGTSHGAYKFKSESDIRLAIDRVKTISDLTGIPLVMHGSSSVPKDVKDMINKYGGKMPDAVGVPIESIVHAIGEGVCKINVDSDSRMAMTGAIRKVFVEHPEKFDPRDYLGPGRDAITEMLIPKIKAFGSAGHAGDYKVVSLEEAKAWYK
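40 nM FBPA preincubated 10 min at RT with compound (up to 57.5 uM final), then substrate plus GAPDH/TPI/NAD/arsenate coupling and diaphorase/resazurin added. Fluorescence read after 20 min at RT, 525/598 nm.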
AmpC detergent: blocks E. coli AmpC beta-lactamase in detergent assay | AID 485294 | P00811 | 0.041% of 370,000 active | AmpC hydrolysis of nitrocefin, absorbance 480 nm, 0.01% Triton | Potency, µM (titrated, usually from 114 µM), without a hit: at the highest dose activity change, negative = inhibition, most hits filed as inhibitors;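 also: potency is read from the fitted curve at half-maximal effect; 0% = no-compound wells and -100% = no-enzyme wells; nearly all actives have a fitted effect of over 25% in size; some results filed as inactive show a strong effect at the top dose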
Target sequence (P00811 whole entry, looked up): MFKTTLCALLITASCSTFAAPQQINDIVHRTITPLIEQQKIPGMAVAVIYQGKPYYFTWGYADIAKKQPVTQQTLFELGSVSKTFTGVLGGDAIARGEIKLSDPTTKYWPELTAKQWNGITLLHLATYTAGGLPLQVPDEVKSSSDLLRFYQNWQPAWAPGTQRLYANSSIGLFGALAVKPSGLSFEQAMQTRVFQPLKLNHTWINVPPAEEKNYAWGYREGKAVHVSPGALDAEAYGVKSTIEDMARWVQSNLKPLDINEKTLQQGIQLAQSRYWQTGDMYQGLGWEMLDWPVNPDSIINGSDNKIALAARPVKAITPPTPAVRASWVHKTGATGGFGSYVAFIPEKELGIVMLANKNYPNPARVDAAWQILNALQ
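AmpC (5.3 nM in the dispensed reagent) in 20 mM phosphate pH 7.0 with 0.01% (detergent screen) or 0.0001% Triton X-100 was preincubated with compounds for 15 min at room temperature. Nitrocefin was then added from an 800 uM solution, and hydrolysis was followed at 480 nm.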
AmpC no deterg: inhibitors of E. coli AmpC beta-lactamase without detergent. Potency, µM (highest dose often 57.1 µM), for inactives: top-dose activity change, negative = inhibition, usual class: inhibitors. 0.52% of 330,000 active. AmpC nitrocefin hydrolysis, absorbance 480 nm, 0.0001% Triton. P00811;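 also: potency is read from the fitted curve at half-maximal effect; plate controls were no compound for no effect and no enzyme for full effect; nearly all actives have a fitted effect of over 20% in size; some results filed as inactive show a strong effect at the top dose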
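20 mM phosphate pH 7.0 + 0.01% (detergent screen) or 0.0001% Triton X-100; 5.3 nM AmpC reagent; cpd preinc 15 min RT; nitrocefin (800 uM stock) to start; A480 q20 s × 4 min; Activity was normalised to no-enzyme and no-compound control wells.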
AMA1 RON2 block: AMA1-RON2 (P. falciparum) interaction inhibition | Potency, µM (series often up to 58.2 µM), for inactives: top-dose activity change, negative = inhibition, hits mostly inhibitors | AlphaScreen AMA1-biotinylated RON2 peptide binding | 0.2% of 360,000 active;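 also: potency is read from the fitted curve at half-maximal effect; 0% = vehicle wells and -100% = peptide control; nearly all actives have a fitted effect of over 45% in size; some results filed as inactive show a strong effect at the top dose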
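AMA1 (3D7) with his tag at 25 nM final met compounds first, then biotinylated RON2 peptide at 25 nM; detection used donor plus acceptor beads, 10 µg/mL apiece, read by AlphaScreen after 30 min at room temperature.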
CHX counter: counter-screen hit for Shiga toxin inhibitors, cycloheximide. cell reporter, cycloheximide protein synthesis inhibition counterscreen. max response, %. 12% of 300,000 active; in the data active = max response mostly above about 13%, no sharp cut-off; inactive = mostly below about 14%; also: read at 38.3 µM for the half of the compounds with a filed dose; 0% is about no effect
Starred values were filed as active, the others as inactive; ? = inconclusive; nt = not tested or not shown; [ ] = dose if it differs, or a comment. Unless noted, calls follow the shape of the dose curve; as a rule, active = well fitted curve in the direction sought with a large enough effect; inconclusive = small, poorly fitted or top-dose-only effect, or another doubt; inactive = no such curve, though single readings can be large; an effect the other way counts as inactive or inconclusive.

SMILES	HCMV inh	Shiga toxin inh	Giardia FBPA inh	AmpC detergent	AmpC no deterg	AMA1 RON2 block	CHX counter
CS(=O)(=O)Nc1ccc(C2=NN(S(=O)(=O)c3ccccc3)C(c3cccs3)C2)cc1 (stereo not drawn)	33	14	-1%	-3%	-28%	-12%	-9
CCN(CC(=O)Nc1c(F)cccc1F)C(=O)c1n[nH]c2ccccc12	12	-12	nt	5%	-2%	0%	5
CCOC(=O)N1CCC(NC(=O)CS(=O)Cc2nc(-c3ccccc3C)oc2C)CC1 (stereo not drawn)	-7	9	nt	3%	76%[activator]	-13%	-2
O=C(Nc1scc(-c2ccccc2)c1C(=O)O)c1ccco1	66	63*	-3%	-5%	-23%	6%	31*
O=C(Nc1ccccc1N1CCOCC1)C1CCCCN1S(=O)(=O)c1ccccc1 (stereo not drawn)	4	-8	-11%	-1%	47%	-25%	4
Cc1nn(C)cc1CN1CCCC(C(=O)c2ccc(-c3ccccc3)cc2)C1 (stereo not drawn)	-66*	-1	0%	-6%	-8%	-22%	-4
O=c1[nH]c(-c2ccccc2)c(-c2ccccc2)[nH]1	8	-4	1%	-7%	-14%	-22%	-1
Cc1ccc(/C=N/NC(=O)c2ccc(-c3ccccc3)cc2)o1	3	36	23%	-7%	-37%	19%	9
Cc1ccc(-c2c(=O)n(OCc3ccccn3)c3ccccc3[n+]2[O-])cc1	nt	-11	-3%	1%	-5%	nt	9
c1ccc(CSc2nnc(-c3sccc3-n3cccc3)o2)cc1	-9	27	-6%	?	-41%	15%	5
COc1ccc(C)cc1NC(=O)NNC(=O)c1cc2ccccc2cc1O	55	1	4%	0%	6.3µM*	129%[activator]	12
N#Cc1nc(COc2ccccc2)oc1N1CCN(c2cccc(Cl)c2)CC1	-5	-1	2%	-4%	-19%	0%	-1
Cc1ccc(C(=O)CCC(=O)O)cc1	nt	-12	-1%	-4%	-8%	nt	-4
CCCc1nc2ccccc2c(=O)n1CC(=O)c1ccccc1	-24	-2	2%	-6%	-14%	9%	1
CC[C@@]1(c2ccccc2C)C(=O)N(C(=O)OC)N1C(=O)OC	18	-5	-16%	-13%	0%	0%	0
O=C(NCc1ccco1)c1scc2c1OCCO2	16	-9	-1%	1%	273%[activator]	-9%	7
CCN(CC)c1nc(C)c(C(C)=O)cc1C#N	-23	-28	-14%	0%	1%	6%	1
O=C(Nc1ccc(-c2csc(Nc3cccc(C(F)(F)F)c3)n2)cc1)c1cccc(C(F)(F)F)c1	-67*	-6	-5%	0%	-41%	-2%	-5
CC[C@@]12C(=O)N(c3ccccc3)C(=O)N1[C@H](c1ccc(Br)cc1)[C@@H]1C(=O)N(C(C)(C)C)C(=O)[C@@H]12	-11	nt	nt	-5%	144%[activator]	0%	nt
CCC1(C)Cc2c(sc3c2c(=O)n(-c2ccccc2)c(=O)n3C)CO1 (stereo not drawn)	-32	0	9%	-1%	-4%	3%	1
O=C(CN1CCN(C(=O)C2CCN(C(=O)/C=C/c3ccccc3)CC2)CC1)Nc1ccccc1Cl	6	nt	nt	0%	17%	0%	nt
COCc1c(C(=O)N/N=C(/C)c2ccccc2)nnn1-c1nonc1N	-4	2	1%	0%	-7%	20%	-1
CCNS(=O)(=O)c1ccc(OCCNS(C)(=O)=O)cc1	-1	-5	-1%	-10%	-19%	-9%	-3
CCCc1cc(=O)[nH]c(Nc2cc(OC)ccc2OC)n1	15	-12	-17%	-12%	-24%	1%	-2
CC(C)c1nc(SCC(=O)c2ccccc2)c2c(=O)n(C)c(=O)n(C)c2n1	8	-4	-1%	?	?	0%	-4
Cc1cn(-c2cccnc2)c(C)c1CNC[C@H]1O[C@@H](n2cnc3c(N)ncnc32)[C@H](O)[C@@H]1O	-20	nt	nt	nt	-18%	18%	nt
CC(=O)N1N=C(c2ccccc2)OC1c1cccnc1 (stereo not drawn)	-15	13	0%	0%	-13%	10%	2
COc1ccc(C(CNC(=O)c2ccc(C)c(S(=O)(=O)Nc3ccccc3OC)c2)N2CCCC2)cc1 (stereo not drawn)	-23	12	6%	5%	196%[activator]	69%[activator]	3
Cn1cnnc1SC(C(=O)Nc1cc(Cl)cc(Cl)c1)c1ccccc1 (stereo not drawn)	73	9	7%	-1%	-14%	1%	7
Cc1cccc(N2C(=O)C(Cc3ccccc3)NC2=S)c1 (stereo not drawn)	-14	-16	4%	-6%	-28%	11%[2.32 µM]	-6
COc1cccc(CNC(=O)CCC2CCCN(C(=O)CCc3c(C)noc3C)C2)c1 (stereo not drawn)	-37	1	0%	1%	14%	37%[activator]	3
COc1ccc(C2(O)CN(c3ccc(C)cc3)C3=[N+]2CCCC3)cc1 (stereo not drawn)	51	-7	5%	-1%	-23%	-1%	-3
CCOC(=O)c1sc2nc(NC(=O)C3CC3)sc2c1C	61	3	3%	-14%	-17%	2%	7
CN(C)S(=O)(=O)c1cccc(NC(=O)Cn2cnc3ccccc3c2=O)c1	-29	-15	1%	-5%	-15%	-21%	-3
Cc1nnc(Sc2nc3c(c(=O)n(C)c(=O)n3C)n2Cc2ccc(Cl)cc2)s1	-7	3	-5%	22%	6%	-2%	-3
Cc1cc(C)n(-c2nc(SCC(=O)NCC3CCCO3)c3c4c(sc3n2)CCCC4)n1 (stereo not drawn)	nt	-16	5%	-12%	-4%	nt	-6
O=c1ccc(/C=C/c2ccccc2)nn1Cc1ccc(Cl)cc1Cl	-17	-20	-2%	-1%	-4%	6%	2
O=[N+]([O-])c1ccccc1S(=O)(=O)c1ccccc1	-39	36	-8%	-5%	-6%	-11%	1
Nc1nc(SCC(=O)Nc2ccc(Cl)cc2)[nH]c(=O)c1-c1ccccc1	-22	-15	6%	1%	-37%	13%	-3
CCOCCCNC(=O)c1ccc2c(c1)OCO2	1	58*	-4%	-12%	-14%	7%	23*

Random excerpt: two records from the list
SMILES	HCMV inh	Shiga toxin inh	Giardia FBPA inh	AmpC detergent	AmpC no deterg	AMA1 RON2 block	CHX counter
CCOC(=O)c1sc2nc(NC(=O)C3CC3)sc2c1C	61	3	3%	-14%	-17%	2%	7
COc1ccc(C(CNC(=O)c2ccc(C)c(S(=O)(=O)Nc3ccccc3OC)c2)N2CCCC2)cc1 (stereo not drawn)	-23	12	6%	5%	196%[activator]	69%[activator]	3

Continuation:
SMILES	HCMV inh	Shiga toxin inh	Giardia FBPA inh	AmpC detergent	AmpC no deterg	AMA1 RON2 block	CHX counter
Cc1cc(NC(=O)c2c(Br)cnn2C)no1	5	-1	1%	4%	-11%	-4%	-3
COc1cccc(C(O)c2nc3ccccc3n2C(C)C)c1 (stereo not drawn)	1	-3	2%	-15%	-19%	4%	-3
O=C(NNC1=Nc2ccccc2SC1)c1ccc(F)cc1	?	26	12%	2%	-39%	59%[activator]	18
CC1(C)C2([N+](=O)[O-])CN3CC1([N+](=O)[O-])CN(C2)C3C(O)C(O)C(O)CO (stereo not drawn)	24	-4	2%	2%	-3%	7%	1
CCOC(=O)c1c(CN2CCOCC2)n(-c2ccccc2)c2ccc(O)cc12	-73*	-8	-8%	13%	8%	-7%	-2
O=S(=O)(NCCc1csc(-c2ccccc2)n1)c1ccc2c(c1)OCCO2	-31	-2	-14%	?	-21%	-2%	-3
CC(OC(=O)c1cc2sccc2n1C)C(=O)NCC1CCCO1 (stereo not drawn)	-22	-14	-4%	-18%	-1%	31%	-5
O=C(CSc1nnc(-c2ccccc2)o1)Oc1ccc(Br)cc1	72	31	2%	-9%	-24%	0%	0
CCCC(C)(C)C(=O)Nc1ccc(Cl)cc1	nt	-9	-6%	nt	nt	nt	2
CCOc1ccc(-c2noc(CCCC(N)=O)n2)cc1OC	23	14	3%	0%	-1%	-5%	14

Part of the list above, reduced to CHX counter, Shiga toxin inh and HCMV inh:
mol,CHX counter,Shiga toxin inh,HCMV inh
O=C(NNC1=Nc2ccccc2SC1)c1ccc(F)cc1,18,26,?
CC1(C)C2([N+](=O)[O-])CN3CC1([N+](=O)[O-])CN(C2)C3C(O)C(O)C(O)CO (stereo not drawn),1,-4,24
CCOC(=O)c1c(CN2CCOCC2)n(-c2ccccc2)c2ccc(O)cc12,-2,-8,-73*
O=S(=O)(NCCc1csc(-c2ccccc2)n1)c1ccc2c(c1)OCCO2,-3,-2,-31

New compounds follow:
SMILES	HCMV inh	Shiga toxin inh	Giardia FBPA inh	AmpC detergent	AmpC no deterg	AMA1 RON2 block	CHX counter
CCCNC(=O)c1ccc2c(=O)n(Cc3ccco3)c(=S)[nH]c2c1	7	-16	-4%	1%	?	48%[activator]	5
CCOC(=O)[C@@H]1[C@H]2COc3cc(OC)ccc3[C@H]2N2C(=O)N(c3ccccc3)C(=O)[C@]12C	1	nt	nt	nt	34%	-4%	nt
Cn1c(=O)cc(OCC(=O)NCc2cccnc2)c2ccccc21	75	-4	-1%	-10%	-17%	-25%	2
O=c1c2ccc(Cl)cc2nc(-c2cccc(C(F)(F)F)c2)n1O	-103*	-3	0%	4%	-33%	54%[activator]	8
CCOC(=O)c1ccc(NC(=O)CSc2nc(N)c(NC(=O)c3ccc(Br)o3)c(=O)[nH]2)cc1	?	-13	nt	?	-32%	21%	-2
CCS(=O)(=O)N1CCC(NC(=O)C(Cc2cccc(OC)c2OC)NC(C)=O)CC1 (stereo not drawn)	-12	4	-9%	-22%	7%	-10%	4
Cc1ccc(S(=O)(=O)N(C)C)cc1NC(=O)COC(=O)CNC(=O)c1cccs1	-17	nt	nt	?	-16%	0%	nt
COc1cccc(NC(=O)CSc2nnc(Cn3c(=O)sc4ccccc43)n2C)c1	-3	-11	0%	-4%	-13%	11%	4
Cc1cc(C)c2sc(NNC(=O)C3COc4ccccc4O3)nc2c1 (stereo not drawn)	-1	-8	8%	?	12%	126%[activator]	-3
CC(C)CNC(=S)N1CCN(c2nc(-c3ccc(Cl)cc3)cs2)CC1	?	-5	13%	?	-27%	10%	4
COc1ccc(OC)c(NC(=O)c2ccc(NC(C)=O)cc2)c1	-14	-10	1%	2%	-4%	4%	9
CCOC(=O)C(=O)Nc1ccccc1C(=O)NCc1ccccc1	-25	85*	3%	2%	-14%	11%	33*
CN(C(=O)CSc1nc(N)nn1-c1ccccc1)c1ccccc1	51	-16	4%	-1%	-3%	-1%	-5
NC(=O)c1ccc(NC(=O)COC(=O)CCCc2c[nH]c3ccccc23)cc1	0	-6	-1%	-1%	-26%	-9%	0
COc1cc(/C=N/NC(=O)c2cccc(NC(=O)c3ccccc3Cl)c2)ccc1O	?	9	-3%	0%	-47%	31%[activator]	9
O=C(CCC(=O)OCC(=O)c1ccc(F)cc1)NC1CCCCC1	61	31	4%	0%	0%	14%	4
N#Cc1c(N(CCO)CCO)nc(N)c2c(N)nc3c(c12)CC(=O)N3Cc1cccs1	nt	-12	?	-1%	64%[activator]	28%	-1
O=S(=O)(c1ccccc1)c1nc(Nc2cccc(O)c2)sc1Cl	-67*	-10	0%[12.9 µM]	-7%	-25%	-7%	-6
O=C(CCSCCc1ccccn1)Nc1ccc(Br)cn1	-16	-13	-6%	2%	-27%	1%	-4
CCC(NC(=O)c1cccc(Cn2cc([N+](=O)[O-])cn2)c1)c1ccc(C(C)C)cc1 (stereo not drawn)	-20	7	4%	0%	-9%	5%	11*
